# Assay outcomes as filed in PubChem.
# aDG glyco up: activators of alpha-DG glycosylation, primary screen, uHTS, Pro5-aDG cells, AlphaScreen | 0.22% of 360,000 active | alpha-DG glycosylation AlphaScreen (IIH6); 0% Pro5, 100% B10-LARGE cell signal | activation, % at 10 µM;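 active = activation of at least 8% versus controls, or a plate z-score of at least 8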;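 note: Pro5 are CHO cells carrying HIG-tagged alpha-DG that lacks glycosylation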
# Granule exo inh: LAMP-1 surface exposure blockers, TALL-104 cells – cell-based, flow cytometry, MLPCN library, primary screen. AID 651702, 2012. TALL-104 LAMP-1 surface exposure; cells stimulated with thapsigargin and PMA. inhibition, % at 10 µM. 0.66% of 360,000 active;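 active = inhibition above about 55%, limit read from the data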
# NOD2 RIPK2 PPI: NOD2-RIPK2 binding disruptors in cells, primary screen, fluorescence, CHO cells, BLA complementation; Receptor-interacting serine/threonine-protein kinase 2 (Homo sapiens), O43353; CCF4 ratio; inhibition, % at 4.98 µM; 0.38% of 360,000 active; in the data active = inhibition above about 21%;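 note: 0% = vehicle only and 100% = reference blocker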
# MC4R antag cAMP: MC4R antagonists of cAMP signaling, primary screen, cell-based, TR-FRET, antagonist arm of biased-ligand search; Melanocortin receptor 4 (Homo sapiens), P32245; MC4R-expressing cells, MTII-stimulated cAMP, LANCE TR-FRET; inhibition, % at 6.5 µM; 0.48% of 360,000 active; AID 540295, 2011;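 active = inhibition above its plate's cutoff, the mean of tested wells on that plate plus 3 SD, cut at about 29% in these data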;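 note: 0% = Melanotan II alone and 100% = Melanotan II plus saturating MCL0020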
#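 System: U2OS cells stably expressing human melanocortin 4 receptor (MC4R). Reagent: Melanotan II challenge after compound preincubation. Doses: 6.5 µM. Times: 30-min compound, 1-h challenge, 1-h detection, room temperature. Measured by: TR-FRET with Eu-cAMP and labeled anti-cAMP, 671 nm. Replicates: singlicate.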
# N-glyco inh: increase of ERlucT glycosylation luciferase signal, primary screen, N-linked glycosylation inhibitor project, D54 ERlucT cells, luminescence, set 2; 0.23% of 360,000 active; D54 ERlucT glycosylation luciferase reporter, 24 h; percent of 100 nM tunicamycin response; AID 588692, 2011; reporter increase, % at 12.5 µM;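 active = mean luciferase reporter signal, scaled so untreated is 0 and the glycosylation-blocking control 100, at or above a set limit in every replicate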;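 note: luciferase carries N-glycosylation sites so blocking glycosylation raises the light; 0% = median of neutral control wells and 100% = median of 100 nM tunicamycin wells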
# TLR9-MyD88 inh: inhibitors of TLR9-MyD88 association in cells, primary screen, cell-based, CHO, BLA complementation, fluorescence; 0.21% of 340,000 active; inhibition, % at 4.98 µM; CCF4 FRET ratio; Toll-like receptor 9 (Homo sapiens) + Myeloid differentiation primary response protein …; AID 504734, 2011;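 active = inhibition above the mean over all tested compounds plus 3 SD, cut at about 21% in these data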;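 note: 0% = DMSO only wells and 100% = clavulanate BLA inhibitor control wells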
# Target sequence (Q99836 whole entry, looked up): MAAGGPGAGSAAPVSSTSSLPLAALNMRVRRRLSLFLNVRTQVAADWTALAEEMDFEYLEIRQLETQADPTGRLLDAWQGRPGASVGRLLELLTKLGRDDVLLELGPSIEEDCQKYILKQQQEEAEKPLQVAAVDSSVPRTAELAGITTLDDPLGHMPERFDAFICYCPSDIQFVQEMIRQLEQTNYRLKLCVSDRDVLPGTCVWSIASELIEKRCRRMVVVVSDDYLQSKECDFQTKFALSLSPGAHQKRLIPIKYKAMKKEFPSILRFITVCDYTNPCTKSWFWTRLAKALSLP
# Target sequence (Q9NR96 whole entry, looked up): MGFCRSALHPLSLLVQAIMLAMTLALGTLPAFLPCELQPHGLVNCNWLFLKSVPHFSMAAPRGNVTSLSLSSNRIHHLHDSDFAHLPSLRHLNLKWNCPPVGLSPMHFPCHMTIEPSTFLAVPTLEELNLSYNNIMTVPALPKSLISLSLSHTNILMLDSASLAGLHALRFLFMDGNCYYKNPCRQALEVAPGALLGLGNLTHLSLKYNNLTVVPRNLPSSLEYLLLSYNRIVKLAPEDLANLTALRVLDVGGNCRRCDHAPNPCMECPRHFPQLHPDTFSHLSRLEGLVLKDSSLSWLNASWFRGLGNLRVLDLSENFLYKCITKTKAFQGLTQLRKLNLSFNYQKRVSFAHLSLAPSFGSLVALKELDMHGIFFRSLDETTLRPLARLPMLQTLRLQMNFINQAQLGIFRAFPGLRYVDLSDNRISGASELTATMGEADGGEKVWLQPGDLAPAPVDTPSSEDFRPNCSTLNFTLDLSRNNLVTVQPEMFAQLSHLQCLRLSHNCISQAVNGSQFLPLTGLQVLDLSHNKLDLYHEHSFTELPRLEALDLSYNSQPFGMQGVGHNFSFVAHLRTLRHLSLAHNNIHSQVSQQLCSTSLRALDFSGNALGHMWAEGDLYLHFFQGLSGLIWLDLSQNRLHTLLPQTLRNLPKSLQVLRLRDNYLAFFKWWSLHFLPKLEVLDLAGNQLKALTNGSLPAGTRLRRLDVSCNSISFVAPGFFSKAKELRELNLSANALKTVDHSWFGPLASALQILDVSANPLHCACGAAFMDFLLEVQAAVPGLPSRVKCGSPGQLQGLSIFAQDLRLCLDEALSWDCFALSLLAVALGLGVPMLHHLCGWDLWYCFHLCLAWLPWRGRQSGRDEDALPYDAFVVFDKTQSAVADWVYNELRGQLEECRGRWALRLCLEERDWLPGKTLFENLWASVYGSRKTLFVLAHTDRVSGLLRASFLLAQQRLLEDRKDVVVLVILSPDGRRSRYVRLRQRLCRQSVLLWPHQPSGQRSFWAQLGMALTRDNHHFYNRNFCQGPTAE
# ABCB6 inh MLPCN: ABCB6 transporter inhibitors, primary screen, K562-ABCB6 cells, flow cytometry, MLPCN library; ATP-binding cassette sub-family B member 6 (Homo sapiens), Q9NP58; 0.19% of 360,000 active; fluorescence ratio to DMSO, % at 10 µM; K562-ABCB6 porphyrin accumulation, 1 h; active compounds read low;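 active = fluorescence ratio to DMSO below 75%, the collection mean minus 3 SD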;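 note: signal is porphyrin accumulated inside mitochondria; 100% equals median channel fluorescence of DMSO control wells; lower ratio means ABCB6 inhibition with less porphyrin fluorescence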
# ABHD5-PLIN5 inh: ABHD5-PLIN5 interaction inhibitors, primary screen, cell lysate, split luciferase complementation, luminescence. 0.78% of 360,000 active. Split G. princeps luciferase complementation, 4 h. Perilipin-5 (Homo sapiens) + 1-acylglycerol-3-phosphate O-acyltransferase ABHD5 (Homo …. AID 602281, 2012. inhibition, % at 4 µM;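 active = inhibition above the mean inhibition across every tested compound plus 3 SD, cut at about 22% in these data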;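 note: 0% = DMSO only wells and the 100% control is not disclosed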
# Vif inh: HIV Vif self-association inhibitors, primary screen, imaging, HEK293T, single point | HEK293T cells, Vif self-association by quenched fluorescence, 24 h | 0.35% of 340,000 active | inhibition, % at 7.49 µM; in the data active = inhibition above about 50%, passing the limit was not always enough; note: some results filed as inactive read as strong as hits
# MC4R ag barr: MC4R agonists recruiting beta-arrestin, primary screen, cell-based, luminescence, agonist arm of biased-ligand search; Melanocortin receptor 4 (Homo sapiens), P32245; U2OS MC4R beta-arrestin complementation; percent of melanotan II response, DMSO zero; 0.98% of 360,000 active; activation, % at 8.9 µM;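 active = activation above a per-plate cutoff, the mean activation of sample wells on that plate plus 3 SD, cut at about 8% in these data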
# Starred values were filed as active, the others as inactive; . = no result given; & = joins results of further samples.
aDG glyco up,Granule exo inh,smiles,NOD2 RIPK2 PPI,MC4R antag cAMP,N-glyco inh,TLR9-MyD88 inh,ABCB6 inh MLPCN,ABHD5-PLIN5 inh,Vif inh,MC4R ag barr
1.0,4,CC(C)c1ccc(NC(=O)N(CCc2nc3ccccc3[nH]2)C2CCCC2)cc1,-1,8,3,0,76,-10,-2,-2.5
-0.1,-3,CN(C(=O)COC(=O)Cn1cnc2ccccc21)C1CCCCC1,-5,-2,-1,-5,94,-2,1,-1.6
0.1&0.2,1&1,NC(N)=N/N=C/c1c(Cl)cccc1Cl,-17&-2,15&4,3&1,2&-4,90&100,-9&5,-1&-11,-0.1&-0.6
-0.1,6,O=C(CN1CCCC1)N1c2ccccc2Sc2ccccc21,4,7,0,-13,99,4,-2,1.8
1.4,38,c1ccc(COc2ncnc3c2ncn3CCCN2CCN(Cc3cccc4ccccc34)CC2)cc1,-9,13,-6,-2,94,0,0,20*
0.4,4,Cc1ccc(CSCCNC(=O)CN(c2cccc([N+](=O)[O-])c2)S(C)(=O)=O)cc1,8,10,-2,0,99,1,-9,-2.1
-0.2,-2,CCC(=O)N1CCc2cc(S(=O)(=O)CCC(=O)N3CCN(c4ccccc4F)CC3)ccc21,-6,2,-2,-5,98,2,26,-2.4
-0.1,-10,CCCC(=O)Nc1ccc(C(=O)Nc2nc(CC(=O)OCC)cs2)cc1,-3,7,1,-14,97,-6,1,-1.8
-0.1,-2,CC1CN(C(=O)C2CCCN2S(=O)(=O)c2ccc(Cl)cc2)CC(C)O1 (configuration not stated),0,5,0,3,102,1,9,-2.3
-0.1,2,O=C(Nc1ccccc1C(=O)NCCc1ccc(O)cc1)c1ccco1,-10,19,1,6,97,8,-2,1.1
-0.2,-3,Nc1cccc(S(=O)(=O)c2cccc(N)c2)c1,-5,1,-1,-4,106,-2,4,-1.4
-0.3,0,Cc1cc(C(F)(F)F)n2[nH]c(=O)c(N=Nc3ccccc3)c2n1,-7,-9,1,12,92,1,7,-2.3
-0.4,1,CCOC(=O)N/N=C(\C)c1ccc(-n2cnnn2)cc1,-5,0,2,-5,91,3,21,-2.1
0.1,-1,CCS(=O)(=O)NC(C)C(c1cccs1)N1CCN(C)CC1 (configuration not stated),-3,1,1,-1,99,-6,.,-2.0
0.0,2,CN(C)N=Nc1ccc(S(=O)(=O)/N=C(\O)c2ccccc2)cc1,-5,15,4,-5,99,-7,-3,0.6
0.1,-5,COC(=O)C[C@H]1c2cc(C(F)(F)F)ccc2S(=O)(=O)N1C1CCCC1,6,7,-1,-4,98,-11,-1,-1.1
-0.2,14,CCOC(=O)[C@@H]1[C@H]2COc3ccc(Br)cc3[C@@H]2N2C(=O)N(c3ccccc3)C(=O)[C@]12C,-3,3,-1,-3,97,-12,5,-1.0
0.2&0.2,16&3,Cc1cn(-c2cc(C(=O)Nc3ccc(C)c(NC(=O)C(=O)c4c[nH]c5ccccc45)c3)cc(C(F)(F)F)c2)cn1,-14&-12,0&2,-4&-8,-2&6,97&89,-5&-3,-6,0.3&-1.4
-0.1,2,COc1cccc(NC(=O)Nc2cnccn2)c1,1,-4,4,2,103,-5,-1,-2.5
-0.2,0,O=C(COC(=O)c1ccncc1)Nc1ccccc1,-10,15,1,-18,98,0,2,-2.2
0.0,-11,COc1ccc2cnnc(SCC(=O)Nc3ccc(C(C)=O)cc3)c2c1OC,-13,4,1,-6,87,0,-9,-2.8
-0.4,-1,O=C(CSc1ncnc2sccc12)NC1CCS(=O)(=O)C1 (configuration not stated),-10,2,1,2,101,10,0,-0.3
0.1,-1,O=C(c1ccccc1F)N1CCN(C2CCC(c3ccccc3)CC2)CC1 (configuration not stated),5,11,-8,-10,97,2,-6,-1.2
0.3,4,CCOc1ncccc1C(=O)OCC(=O)c1ccc(OC)c(OC)c1,-7,-2,3,-11,97,5,2,-0.7
0.0,-6,CC1(C)OC(=O)C2=C(CC(CCc3ccccc3)OC2c2ccccc2)O1 (configuration not stated),-1,6,-4,-1,91,6,-1,0.5
0.1,0,CCn1c(SCC(=O)NNC(=O)c2ccc(C)cc2)nnc1-c1ccco1,-2,1,2,.,101,7,5,-1.3
1.5,5,C=CCc1cccc(CNc2nc3ccccc3n2CC)c1O,-6,0,-6,2,94,1,18,-0.7
0.2,4,CCn1c(SCC(=O)Nc2ccc3c(c2)OCO3)nc2c1c(=O)n(C)c(=O)n2C,-6,-8,-1,2,87,3,-7,-0.9
-0.1,0,CN[C@H](C)C(=O)NC[C@H]1O[C@@H](n2cnc3c(N)ncnc32)[C@H](O)[C@@H]1O,-5,0,0,-9,87,2,-1,0.6
0.1,2,CC1CCC(NC(=O)c2ccc(CNc3c(NC4CCCCC4)c(=O)c3=O)cc2)CC1 (configuration not stated),0,11,3,8,97,0,-1,1.1

# A different layout for part of the listing above.
compound,aDG glyco up,Granule exo inh,NOD2 RIPK2 PPI,MC4R antag cAMP,N-glyco inh,TLR9-MyD88 inh,ABCB6 inh MLPCN,ABHD5-PLIN5 inh,Vif inh,MC4R ag barr
COc1ccc2cnnc(SCC(=O)Nc3ccc(C(C)=O)cc3)c2c1OC,0.0,-11,-13,4,1,-6,87,0,-9,-2.8
O=C(CSc1ncnc2sccc12)NC1CCS(=O)(=O)C1 (configuration not stated),-0.4,-1,-10,2,1,2,101,10,0,-0.3

# (listing goes on)
aDG glyco up,Granule exo inh,smiles,NOD2 RIPK2 PPI,MC4R antag cAMP,N-glyco inh,TLR9-MyD88 inh,ABCB6 inh MLPCN,ABHD5-PLIN5 inh,Vif inh,MC4R ag barr
-0.1,-2,CC(C)(C)C(=O)CN1CCN(S(=O)(=O)c2ccc(F)cc2)CC1,0,-2,-1,-4,102,0,-4,-2.3
0.5,-4,CCN(CC)Cc1c(C(=O)OC(C)C)nnn1-c1nonc1N,5,11,2,1,100,-1,0,-0.1
0.1,8,COc1ccc(F)cc1-c1cc(C(=O)NCc2ccc(F)cc2)[nH]n1,13,-3,-1,.,91,-4,.,-2.5
-0.1,4,COc1ccc(Cn2c(-c3ccccc3C)nc3c(c(=O)c4ccccc4n3C)c2=O)cc1,-1,17,1,5,98,-4,-3,0.7
0.1,0,Nc1c(C(=O)NCc2ccccc2)nnn1Cc1cccc(Cl)c1,-2,-26,11,1,102,0,5,0.1
0.0,19,O=C(NCCNS(=O)(=O)c1ccccc1)c1ccc([N+](=O)[O-])cc1,1,0,-1,7,103,7,2,1.3
-0.1,-1,O=C(N/C(=C\c1ccc(Cl)cc1)C(=O)N1CCOCC1)c1ccc([N+](=O)[O-])cc1,-6,10,1,-6,91,0,-2,-0.3
0.0,3,Cc1ccc(N2C(=O)C3ON(c4ccccc4)C(c4ccncc4)C3C2=O)cc1 (configuration not stated),7,10,3,-1,100,3,-6,-1.1
0.0,-4,CNC(=O)NC(=O)C(C)OC(=O)c1ccc(Cl)c(S(=O)(=O)Nc2ccc(F)cc2)c1 (configuration not stated),-2,1,-1,1,102,1,-2,1.3
-0.3,-3,OCC[C@H]1C[C@@H](O)[C@H](O)[C@]2(Cc3ccccc3CCO2)O1,-6,3,-1,-2,92,2,-3,0.2

# The final four records of the part above come first, to join the parts:
aDG glyco up,Granule exo inh,smiles,NOD2 RIPK2 PPI,MC4R antag cAMP,N-glyco inh,TLR9-MyD88 inh,ABCB6 inh MLPCN,ABHD5-PLIN5 inh,Vif inh,MC4R ag barr
-0.1,-1,O=C(N/C(=C\c1ccc(Cl)cc1)C(=O)N1CCOCC1)c1ccc([N+](=O)[O-])cc1,-6,10,1,-6,91,0,-2,-0.3
0.0,3,Cc1ccc(N2C(=O)C3ON(c4ccccc4)C(c4ccncc4)C3C2=O)cc1 (configuration not stated),7,10,3,-1,100,3,-6,-1.1
0.0,-4,CNC(=O)NC(=O)C(C)OC(=O)c1ccc(Cl)c(S(=O)(=O)Nc2ccc(F)cc2)c1 (configuration not stated),-2,1,-1,1,102,1,-2,1.3
-0.3,-3,OCC[C@H]1C[C@@H](O)[C@H](O)[C@]2(Cc3ccccc3CCO2)O1,-6,3,-1,-2,92,2,-3,0.2
0.2,7,Cc1ccccc1S(=O)(=O)NC(=O)C1(C)CCN1C(=O)C1(c2ccc(Cl)cc2)CC1 (configuration not stated),-14,3,-1,.,99,3,.,0.1
0.2,2,CCN1C(=O)c2cccc3c(S(=O)(=O)NCc4ccccc4)ccc1c23,9,-7,2,2,92,2,2,-3.1
2.6,-8,CN(c1ccccc1)S(=O)(=O)c1cccc(NC(=O)CSc2ncn[nH]2)c1,8,6,-1,-9,76,-1,3,0.6
0.0,-2,COC(=O)CCNc1n[nH]c(=O)[nH]c1=O,-2,2,0,2,104,2,-2,0.7
-0.2,-1,CN1C(=O)C2(c3ccccc31)N(C)CC(c1ccccc1)C21SC(=S)N(Cc2ccco2)C1=O (configuration not stated),-3,1,-14,-8,101,-2,-5,-3.2
-0.2,17,CC1(C(=O)NS(=O)(=O)c2cccc(F)c2)CCN1C(=O)c1cccc(F)c1 (configuration not stated),0,6,1,.,100,3,-2,-0.7
-0.1,-1,CCOC(=O)c1cc(CC)sc1NC(=O)c1cccc(N2C(=O)CCC2=O)c1,2,8,1,5,94,-1,-4,-0.9
0.0,-5,N#C/C(=C\Nc1ccc(Cl)cn1)S(=O)(=O)c1ccccc1,-2,-5,-1,2,102,-3,-6,0.0
-0.2,-5,COc1ccc2c(c1)NC1(O)c3ccccc3C(=O)C21O (configuration not stated),-9,14,-1,-3,93,-1,-2,-1.7
0.1,-4,COc1ccc(C(=O)N2CCN(C3CCN(Cc4ccccc4)CC3)CC2)cc1OC,4,1,-1,-1,120,1,-9,-0.4
0.1,-5,O=C(Nc1ccc(NC(=O)c2ccccn2)cc1)C(=O)Nc1ccc2c(c1)OCCO2,-1,8,-1,-8,94,-4,14,-2.9

# Some of the compounds tested (hit frequency here may not be typical).
